# PLCb3 inh – PLC-beta3 (human) inhibition, primary screen. Q01970. Purified PLC-beta3, fluorogenic substrate, fluorescence. inhibition, % at 12.2 µM. 0.18% of 370,000 active; in the data active = inhibition above about 11%;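 note: 0% = median of compound wells on plate and 100% = full blocker control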
# FXN GAA850 act – increases GAA850 frataxin promoter reporter activity; HEK293 lucGAA850 FXN promoter luciferase reporter, 24 h; percent of 10 µM SAHA response; activation, % at 6 µM; 0.56% of 360,000 active;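 active = activation above the average of all compounds screened plus 3 SD, cutoff fixed separately per campaign, cut at about 7.5% in these data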;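 note: 0% = DMSO wells and 100% = 10 µM SAHA wells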
# DAX1 inh-1 – inhibits human nuclear receptor DAX1; P51843; HEK293 Gal4-DAX1 luciferase reporter, luminescence; inhibition, % at 6.75 µM; 0.99% of 340,000 active; AID 504766;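 active = inhibition above the mean over all tested compounds plus 3 SD, cut at about 4.2% in these data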;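 note: 0% = DAX1-transfected cells with DMSO and 100% = empty-vector control cells with DMSO; inhibition shows as a rise in luminescence from relieved DAX1 repression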
# Target sequence (P51843 207-470 limits assumed): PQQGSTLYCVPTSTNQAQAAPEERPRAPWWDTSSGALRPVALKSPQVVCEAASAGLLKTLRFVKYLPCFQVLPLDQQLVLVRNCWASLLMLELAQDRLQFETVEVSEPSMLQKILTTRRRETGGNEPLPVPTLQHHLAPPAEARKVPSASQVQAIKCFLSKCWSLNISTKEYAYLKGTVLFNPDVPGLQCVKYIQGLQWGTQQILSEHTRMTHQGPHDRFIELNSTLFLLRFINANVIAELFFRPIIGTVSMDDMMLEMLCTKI
# hgDAF12 agonist – agonists of H. glycines DAF-12 nuclear receptor; HEK293 GAL4-hgDAF12 UAS-luciferase reporter, agonist luminescence; normalized to butyrate control; activation, % at 6.8 µM; 1.8% of 370,000 active; AID 687014;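 active = activation above a cutoff set at the mean of all screened compounds plus 3 SD, cut at about 10% in these data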;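 note: 0% = DMSO wells and 100% = sodium butyrate wells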
# hcDAF-12 act – H. contortus DAF-12 activation, primary screen; HEK293 hcDAF-12 lit1-tk-luc reporter, luminescence; 0% DMSO, 100% Δ7-dafachronic acid; activation, % at 6.8 µM; 1.4% of 370,000 active; AID 652067;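 active = activation above the mean of all tested compounds plus 3 SD, cut at about 5.5% in these data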;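 note: 100% = response to 3 µM Δ7-dafachronic acid high control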
# PLCg1 inh – blocks human PLC-gamma1 enzyme activity; purified PLC-gamma1, fluorogenic substrate, fluorescence; 0.84% of 370,000 active; P19174; inhibition, % at 12.2 µM; in the data active = inhibition above about 9.5%
# DAX1 inh-2 – DAX1 (NR0B1) inhibition, primary screen; HEK293T StAR-luciferase reporter, SF-1/DAX-1 repression relief; inhibition, % at 6.8 µM; 1.1% of 370,000 active; AID 652010;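 active = inhibition above the mean over all tested compounds plus 3 SD, cut at about 3.6% in these data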;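 note: 0% = DAX-1 cells with DMSO and 100% = cells lacking DAX-1 with DMSO; higher inhibition means more luminescence from relief of DAX-1 repression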
# ADAM17 inh – ADAM17 inhibition, QFRET primary screen. P78536. recombinant ADAM17, EDANS/DABCYL FRET peptide cleavage. inhibition, % at 6.95 µM. 0.83% of 370,000 active. AID 720648;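 active = inhibition above the mean of compounds lying between control limits plus 3 SD, set per campaign, cut at about 8.5% in these data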;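 note: 0% = DMSO-only wells as the low control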
# ssDAF-12 act – activates DAF-12 receptor from parasite S. stercoralis; HEK293 ssDAF-12/GRIP1 lit1-tk-luc reporter, luminescence; % of 3 µM dafachronic acid response; activation, % at 6.8 µM; 1% of 370,000 active; AID 652126;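 active = activation above the mean over all tested compounds plus 3 SD, cut at about 0.9% in these data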;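 note: 0% = DMSO-only wells and 100% = 3 µM delta7-dafachronic acid wells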
# sPLA2-III inh – Inhibits HGIII-sPLA2 liposome hydrolysis, primary screen | Q9NZ20 | QFRET BODIPY PC-A2 liposome hydrolysis, fluorescence | inhibition, % at 12.2 µM | 0.56% of 370,000 active;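 active = inhibition above mean plus 3 SD of compounds lying within the high and low control bounds, cut at about 19% in these data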;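 note: 0% = median of test compound wells and 100% = no enzyme DMSO wells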
# ADAM10 inh – ADAM10 inhibition, QFRET primary screen; O14672; recombinant ADAM10, EDANS/DABCYL FRET peptide cleavage, 3 h; inhibition, % at 7 µM; 0.62% of 370,000 active;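 active = inhibition above a per-campaign cutoff equal to the mean of compounds falling between control-based bounds plus 3 SD, cut at about 20% in these data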;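 note: 0% = DMSO wells while the 100% control is not disclosed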
# Target sequence (O14672 214-748 limits assumed): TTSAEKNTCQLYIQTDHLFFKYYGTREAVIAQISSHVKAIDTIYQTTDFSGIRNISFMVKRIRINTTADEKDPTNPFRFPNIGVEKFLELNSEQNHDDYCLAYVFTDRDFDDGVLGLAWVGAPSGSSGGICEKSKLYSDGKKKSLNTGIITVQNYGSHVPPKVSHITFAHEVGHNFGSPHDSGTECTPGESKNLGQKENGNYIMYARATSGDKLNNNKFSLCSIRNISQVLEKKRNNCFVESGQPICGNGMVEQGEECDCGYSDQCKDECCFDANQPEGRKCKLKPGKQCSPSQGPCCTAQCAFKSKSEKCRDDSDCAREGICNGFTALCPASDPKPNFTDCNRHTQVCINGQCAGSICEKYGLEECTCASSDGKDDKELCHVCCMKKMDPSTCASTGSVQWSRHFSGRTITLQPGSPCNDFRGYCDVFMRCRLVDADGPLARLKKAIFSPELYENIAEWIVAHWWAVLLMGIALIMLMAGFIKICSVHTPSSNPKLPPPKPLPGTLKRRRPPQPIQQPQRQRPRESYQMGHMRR
# * = called active by the depositor; · = not tested or not shown. Hits appear at their usual frequency; 6.9% or so of the library scored in one or more.
# Results follow in this order: PLCb3 inh	FXN GAA850 act	DAX1 inh-1	hgDAF12 agonist	hcDAF-12 act	PLCg1 inh	DAX1 inh-2	ADAM17 inh	ssDAF-12 act	sPLA2-III inh	ADAM10 inh
- CN(Cc1c(C(=O)N/N=C/c2c(F)cccc2Cl)nnn1-c1nonc1N)C1CCCCC1
    4	1.2	-1.1	-2.3	-0.9	-263	-0.3	4	-0.9	4	-4
- Cc1nc(-c2ccccc2)sc1C(=O)CSc1ccc(Cl)cc1
    -2	1.2	-0.1	2.5	-1.4	-3	1.0	-6	-0.8	6	1
- C[C@H]1CN(CCc2ccccc2)C(=O)[C@@H]1CC(=O)Nc1ccc(Br)cc1
    -2	0.1	0.4	-2.2	-1.8	0	-0.3	-5	-0.6	7	-12
- CC(=O)Nc1ccccc1OC(C)C(=O)N1CCC(C)CC1 (stereo unspecified)
    -3	0.8	-1.2	1.8	0.1	5	-0.8	1	-1.8	-4	8
- CC(C)C(NC(=O)c1ccccc1)C(=O)NC1CCCc2ccccc21 (stereo unspecified)
    -4	-0.4	0.4	0.3	0.4	-1	0.5	0	-0.2	1	-6
- COc1ccc(C(=O)N2CCOC2CNC(=O)C(=O)NCc2ccccc2Cl)cc1 (stereo unspecified)
    -2	1.1	0.2	-0.8	0.1	-1	-1.6	-1	-0.1	0	-2
- CC(C)C[C@H](NC(=O)c1nc[nH]c1C(=O)N[C@@H](CCCCNC(=O)OC(C)(C)C)C(=O)OC(C)(C)C)C(=O)OC(C)(C)C
    -3	-2.7	0.2	-0.5	-1.0	1	0.4	0	-0.9	-18	12
- CC(C)C(=O)N=C1SC2CS(=O)(=O)CC2N1Cc1ccccc1 (stereo unspecified)
    2	2.7	2.2	0.5	1.5	4	-0.2	0	-1.1	1	-4
- O=C(NCCN1CCOCC1)c1ccc(Cl)c(S(=O)(=O)N2CCCC2)c1
    -4	1.3	-0.7	-1.1	-1.6	1	-1.8	1	-1.4	-2	2
- C/C(CC(=O)Nc1ccc(OCc2ccccc2)cc1)=N\NC(=O)C(=O)Nc1ccccc1C
    -1	-0.9	-0.3	1.0	-0.8	5	-0.3	2	-1.8	-11	5
- COc1ccc(-n2nc(C(=O)NCC3CCCO3)c3ccccc3c2=O)cc1 (stereo unspecified)
    -49	-0.1	0.5	2.2	-2.0	-38	-1.9	3	-1.4	-3	9
- CC(=O)c1ccc(NC(=O)C(C)N(C)CC(=O)Nc2ccccc2Cl)cc1 (stereo unspecified)
    0	0.0	-0.5	3.5	-0.7	-3	-0.8	-5	-0.6	-5	4
- COc1ccccc1/C=C/C=N/NC(=O)c1cnccn1
    -21	1.4	-0.8	7.8	0.0	-14	0.3	3	-1.5	3	3
- CCOc1ccc(CO[C@@H]2O[C@H](CO)[C@@H](O)[C@H](O)[C@H]2NC(C)=O)cc1OC
    -4	-1.0	0.7	-2.7	-3.1	3	0.1	-2	-0.9	1	-3
- O=C(NCCCn1ccnc1)c1ccccc1Cl
    -1	2.8	-0.3	0.4	-0.7	3	-0.2	2	-0.9	3	8
- COC(=O)C1=C(C)N(C2CCCCC2)C(=O)/C1=C\c1cccs1
    -2	3.8	·	3.7	-1.4	3	-1.9	0	-1.3	-1	1
- N#Cc1ccc(NC(=O)COC(=O)CCNS(=O)(=O)c2ccccc2)cc1
    3	0.4	0.1	0.1	-2.6	4	0.3	1	-0.8	-5	-3
- Cc1cc(C)c(NC(=O)COC(=O)C2CCC(=O)N2)c(C)c1 (stereo unspecified)
    -1	0.2	1.1	1.0	1.4	0	0.5	-2	-1.6	5	5
- O=C(NC(c1ccc(-c2ccccc2)cc1)c1cnccn1)C1CCN(Cc2ccc3c(c2)OCO3)CC1 (stereo unspecified)
    -1	0.7	·	-0.4	-1.6	2	1.1	-1	-1.1	-22	0
- CCOC1CCCC(n2cnc3c(=S)nc[nH]c32)O1 (stereo unspecified)
    0	0.5	0.9	0.0	-0.6	3	-2.0	-2	-1.0	13	-2
- Cc1ccc(C(C(=O)NC2CCCC2)N(Cc2cccs2)C(=O)c2csnn2)o1 (stereo unspecified)
    -2	-0.1	0.1	-2.0	-1.7	3	-0.6	-2	-0.9	8	-16
- C[C@@H]1C=C(C(=O)O)O[C@H](OCc2ccc(CO)cc2)C1
    0	-2.8	1.6	-1.1	-0.6	1	0.5	0	-1.0	2	3
- Cc1ccc2c(C)nc(Nc3ncc4c(n3)CCCC4=O)nc2c1
    -8	·	·	-0.8	-0.9	5	0.5	2	-1.6	4	-17
- CC(=O)Nc1cccc(-n2nnc(SCC(N)=O)n2)c1
    -4	1.4	-0.1	0.9	0.5	-6	1.0	1	-1.1	-1	0
- c1ccc2[nH]c(SCc3ccc(-c4nnco4)cc3)nc2c1
    1	6.7	0.0	4.7	0.2	1	0.6	-2	-0.8	1	7
- CC(=O)c1ccc(S(=O)(=O)N(CCCO)Cc2cc3cc4c(cc3[nH]c2=O)OCCO4)cc1
    -6	1.9	-0.8	-1.1	-1.1	-2	0.0	0	-0.9	-2	-2
- CSc1nc(N)nc2c1ncn2C1OC(CO)C(O)C1O (stereo unspecified)
    -6	-1.6	-0.5	1.1	0.6	-2	-0.3	-8	-1.4	6	-32
- CC(=O)c1ccc(NC(=O)CN2C(=O)NC3(CCCc4ccccc43)C2=O)cc1 (stereo unspecified)
    -6	0.8	-0.1	0.6	0.3	1	1.8	2	-1.5	-2	-8
- CCSc1nc(-c2ccc(OC)cc2)n(-c2nc3ccccc3s2)n1
    3	3.5	0.5	3.5	3.2	-1	0.9	2	-0.9	-1	2
- Brc1ccc2c(c1)CNc1c(ncnc1N1CCOCC1)O2
    1	0.8	0.2	-0.1	-0.4	1	1.1	-1	-0.6	5	7
- O=Cc1ccc2noc(-c3ccc(F)cc3)c2c1
    -83	3.1	0.7	-1.1	-2.7	-65	0.1	-21	-0.8	-4	-82
- COc1cc(Cl)c(C)cc1NC(=O)c1ccccc1NC(=O)CN1CCN(C(C)=O)CC1
    -1	0.3	-0.6	-1.3	-0.7	-1	-2.0	-2	-0.9	-4	0
- Cc1cc2oc(C(=O)Nc3ccc(S(=O)(=O)Nc4ncccn4)cc3)c(C)c2cc1Cl
    -4	0.2	0.2	-2.5	-0.6	-3	1.0	-5	-1.2	2	-11
- CCOC(=O)Nc1ccc(S(=O)(=O)N2CCC(C)CC2)cc1
    -1	0.2	0.5	-1.9	-0.7	2	0.1	0	-1.4	-1	0
- CSc1ccc(-c2nc(CSCC(=O)N3CCOCC3)c(C)o2)cc1
    -3	-0.6	-2.2	0.0	0.0	-5	-1.5	-2	-1.7	-2	-14
- Cc1ccc(N(CC(=O)NCc2ccc3c(c2)OCO3)C(=O)c2csnn2)cc1
    -5	3.6	-1.1	3.2	-1.5	-2	0.2	-2	-1.2	3	-4
- CCC(CC)C(=O)NCc1ccccc1OC
    0	1.0	-1.1	4.7	-1.8	-5	0.7	-2	-2.1	1	-5
- CC(SC(C)C(=O)NN=Cc1cccc(Cl)c1)C(=O)NN=Cc1cccc(Cl)c1 (stereo unspecified)
    11*	1.2	-0.8	-2.6	-0.9	9	0.8	4	-0.8	5	-2
- CCc1ccc(Nc2nnc(SCn3nnc4ccccc4c3=O)s2)cc1
    -3	-0.8	1.4	-1.4	0.1	2	0.5	0	-0.8	-2	3
- Cc1cnc(C(=O)Nc2nnc(C(C)C)s2)cn1
    4	5.8	1.4	5.0	2.2	7	1.4	-1	-0.1	5	3
- C#CCOCCOCCOCCNc1nc(N2CCN(C(=O)[C@H](CCCCN)n3cc([C@@H](N)CO)nn3)CC2)nc(N2CCN(C(=O)[C@H](CCCCN)n3cc([C@@H](N)CC(C)C)nn3)CC2)n1
    3	2.1	-1.1	1.2	-0.5	5	0.2	-3	-1.2	3	-5
- O=C(CN1CCCCC1)N=Nc1c(O)[nH]c2ccccc12
    -7	1.3	2.9	0.6	2.6	1	-0.1	-1	-0.6	6	3
- Cc1cc(=O)[nH]c(SCC(=O)Nc2cccc(C)c2C)n1
    0	·	·	-3.2	-0.6	0	-1.7	-2	-1.6	3	-3
- Cc1cccc(-n2ncc3c(NC4CCCCC4)ncnc32)c1
    1	2.2	0.6	25*	7.8*	-2	6.8*	1	-0.2	-5	-5
- NC(=O)CSc1oc(-c2ccco2)nc1S(=O)(=O)c1ccccc1
    -9	1.9	-0.9	-0.5	-0.2	-9	1.0	-3	-0.8	1	-13
- N#Cc1cnc(SCC(=O)N2CCCC2)nc1N
    -5	0.1	1.0	-1.3	-2.1	1	2.0	-1	-1.1	1	-4
- COc1ccc(NC(=O)c2ccccc2Sc2ccc(NC(C)=O)nc2)cc1
    2	3.0	1.3	-1.5	-0.3	2	0.0	0	-1.3	0	1
- COc1ccc(CNC(=O)CSCc2cccc(Cl)c2)cc1
    -3	0.9	-0.9	0.1	-3.7	0	-0.1	-3	-0.6	6	0
- Cc1cccc(Cn2nnc3c2C(=O)c2ccccc2C3=O)c1
    4	3.5	0.5	2.9	1.1	2	-0.9	0	-0.3	1	4
- Cc1noc(NS(=O)(=O)c2ccc(NC(=O)/C=C/c3ccc(Cl)cc3Cl)cc2)c1C
    -2	0.2	1.9	1.4	1.5	3	0.2	-2	-0.3	-6	-10
- Cc1ccc(N2CC(C(=O)Nc3ccc(S(=O)(=O)NCC4CCCO4)cc3)CC2=O)cc1C (stereo unspecified)
    0	0.4	-1.1	-0.6	-2.9	1	-0.1	0	-1.4	-25	6
- Cc1nc(SC(C)C(=O)NC2CCCC2)c2ccccc2n1 (stereo unspecified)
    -11	0.1	0.3	-0.5	-0.6	-1	-1.6	-2	-1.0	11	-11
- COc1cccc(OCC(=O)NCC2CCCO2)c1 (stereo unspecified)
    -1	0.2	-1.0	1.5	0.5	5	2.3	2	-0.8	3	-10
- COCCn1c(SCC(=O)N2CCOCC2)nnc1-c1ccncc1
    -3	1.4	-0.5	-1.0	-0.5	4	-0.1	0	-1.2	3	-3
- O=C(Nc1ccccn1)c1ccc(Cl)c([N+](=O)[O-])c1
    -1	2.8	·	-2.8	-0.6	1	-0.3	-4	-0.9	4	-9
- Cc1ccsc1/C=N/N1CCOCC1
    -3	2.5	0.1	-0.1	1.0	0	0.9	-5	-1.5	9	-10
- O=C(c1cc(Cl)nc2ccccc12)N1CCCCC1
    -6	2.0	1.7	4.3	1.3	-5	0.4	-2	0.1	2	-4
- COc1cccc(-n2nnc3c(=O)n(Cc4ccccc4Cl)cnc32)c1
    2	0.7	0.1	-0.7	-0.9	0	0.1	-5	-1.6	12	3
